PAX8 inh HTS = inhibitors of PAX8-driven TPO luciferase reporter, primary screen, RMG-I cells, single concentration; SteadyGlo, 24 h; inhibition, % at 12.6 µM; actives 1.2% (n = 360,000); AID 652154, 2013;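 active means mean replicate inhibition at least 60% with every replicate also reaching 60%; inconclusive means only one of the two criteria is met; inactive means mean below 60% and not all replicates reaching 60%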;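 further: luciferase light reporting Pax8 driven TPO promoter activity; plate controls were median of neutral control wells for no effect and mitoxantrone controls for full effect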
LGR2 antag = inhibitors of bursicon-induced LGR2 CRE-luciferase signal, primary screen, cell-based, HEK293, CRE-luciferase reporter, bursicon stimulation. Drosophila bursicon receptor LGR2 (rickets). bursicon-stimulated, 4 h. inhibition, % at 9.99 µM. actives 0.35% (n = 380,000);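 active means drop in luminescence signal, shown as inhibition above about 50% in the replicate tests, limit read from the data, passing the limit was not always enough; inconclusive means probably only some replicates passing the limit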;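 further: agonist challenge used bursicon conditioned medium at about half maximal strength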
FN deposition inh = inhibitors of fibronectin matrix deposition, primary screen, AH1F cells, Alexa488-fibronectin fluorescence, plate reader | AH1F fibroblasts, overnight | inhibition, % at 12.6 µM | actives 0.086% (n = 350,000);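 active means mean inhibition across replicates of 30% or more, regardless of how many single replicates reach that level; inconclusive means mean under 30% yet at least half of replicates reach 30%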;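 further: positive control wells lacked labelled fibronectin entirely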
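Schedule: 1 h cell adhesion before compound, then overnight fibronectin incubation; test system: AH1F fibroblast monolayer depositing Alexa488-labelled fibronectin into matrix; quantity: 10000 AH1F cells per well; probe or stimulus: fluorescent fibronectin at 24 nM final; signal: fluorescence, ex 485 nm, em 525 nm; evaluation: percent inhibition as loss of matrix-bound fibronectin fluorescence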
EWS-Fli inh = EWS/Fli-driven NR0B1 reporter inhibitors, primary screen, A673 cells, NR0B1 luciferase, luminescence, MLPCN library; actives 0.67% (n = 350,000); AID 651661, 2012; inhibition, % at 12.6 µM; viability-normalised;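 active means mean inhibition of at least 50% after viability correction, with every replicate also passing that limit; inconclusive means mean reaches 50% but only one of two replicates passes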;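 further: firefly luciferase signal divided by Alamar Blue viability fluorescence both relative to DMSO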
ERAP1 inh = human ERAP1 aminopeptidase inhibitors, primary screen, biochemical, single point, plate reader; recombinant ERAP1, Leu-AMC fluorescence, 60 min; AID 652197, 2013; inhibition, % at 10.7 µM; Endoplasmic reticulum aminopeptidase 1 (Homo sapiens), Q9NZ08; actives 0.15% (n = 340,000);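 active means mean replicate inhibition of at least 30%, or all replicates individually reaching that 30% level; inactive means mean below 30% and not every replicate reaching it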;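 further: 0% = neutral control wells and 100% = L-leucinethiol positive control wells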
Target sequence (Q9NZ08 whole entry, looked up): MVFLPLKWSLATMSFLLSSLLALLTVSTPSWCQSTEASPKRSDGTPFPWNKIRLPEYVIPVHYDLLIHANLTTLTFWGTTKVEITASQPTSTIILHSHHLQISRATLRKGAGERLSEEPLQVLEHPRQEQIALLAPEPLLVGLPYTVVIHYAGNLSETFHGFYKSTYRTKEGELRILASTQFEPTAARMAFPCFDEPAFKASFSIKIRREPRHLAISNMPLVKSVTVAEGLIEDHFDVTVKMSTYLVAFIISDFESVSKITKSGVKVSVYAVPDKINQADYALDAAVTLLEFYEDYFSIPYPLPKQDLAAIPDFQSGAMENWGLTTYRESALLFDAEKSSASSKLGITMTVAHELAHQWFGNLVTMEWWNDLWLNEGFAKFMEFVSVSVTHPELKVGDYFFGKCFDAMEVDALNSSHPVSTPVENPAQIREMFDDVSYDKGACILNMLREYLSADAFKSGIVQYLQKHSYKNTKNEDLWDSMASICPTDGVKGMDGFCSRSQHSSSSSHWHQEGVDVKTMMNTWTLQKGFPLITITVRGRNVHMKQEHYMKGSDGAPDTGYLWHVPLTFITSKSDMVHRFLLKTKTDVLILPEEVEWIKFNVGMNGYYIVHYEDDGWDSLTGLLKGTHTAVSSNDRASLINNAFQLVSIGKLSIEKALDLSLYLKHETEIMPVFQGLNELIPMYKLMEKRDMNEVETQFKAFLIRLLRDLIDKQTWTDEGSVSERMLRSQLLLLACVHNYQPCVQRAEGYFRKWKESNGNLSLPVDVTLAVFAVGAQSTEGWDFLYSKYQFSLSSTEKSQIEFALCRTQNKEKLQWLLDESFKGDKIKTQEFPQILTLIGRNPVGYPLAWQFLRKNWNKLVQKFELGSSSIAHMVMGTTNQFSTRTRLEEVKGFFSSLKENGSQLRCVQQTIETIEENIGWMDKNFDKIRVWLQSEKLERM
S100A4 MyoIIA = inhibitors of S100A4-myosin IIA peptide binding, primary screen, biochemical, fluorescence polarization, TAMRA-MyoIIA peptide; Protein S100-A4 (Homo sapiens), P26447; inhibition, % at 10.7 µM; actives 0.14% (n = 360,000);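 active means mean inhibition of at least 70% across replicates, with every replicate also reaching that level; inconclusive means mean inhibition reaches 70% but some replicates fall short; inactive means mean inhibition below 70%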
Target sequence (P26447 whole entry, looked up): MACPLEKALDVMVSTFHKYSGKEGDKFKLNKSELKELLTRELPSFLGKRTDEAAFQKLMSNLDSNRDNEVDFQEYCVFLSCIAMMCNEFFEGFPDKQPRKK
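incubation = readout 5 min after mixing, signal stable up to 60 min | system = S100A4 monomer protein | buffer or medium = HEPES pH 7.2 with CaCl2, KCl, NaCl, DTT, Triton | benchmarks = neutral control DMSO, positive control TFP | also added = fluorescent myosin IIA peptide, 5 nM | compound dosing = one concentration per compound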
PGC1a acetyl inh = inhibitors of PGC1a acetylation signal, primary screen, cell-based, U2OS, AlphaScreen, inhibitor mode; AlphaScreen anti-acetyl-lysine; with virally co-expressed GCN5 acetyltransferase; actives 0.17% (n = 350,000); inhibition, % at 15.6 µM;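 active means every replicate shows inhibition of at least 40%; inconclusive means mean inhibition at least 40% but some replicate below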;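 further: 0% = neutral control wells and 100% = positive control wells; some results beyond the cut were filed as inactive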
PglD DTNB = C. jejuni PglD acetyltransferase inhibitors, primary screen, biochemical, DTNB colorimetric, single point; UDP-N-acetylbacillosamine N-acetyltransferase PglD (Campylobacter jejuni); AID 602405, 2012; actives 0.098% (n = 360,000); inhibition, % at 12.5 µM; purified PglD enzyme, DTNB colorimetric CoA detection; in the data active means inhibition above about 16%, passing the limit was not always enough; inconclusive means no clear call, values can overlap the other calls; further: strong numbers were not always called active
Active calls of the source: *; ? = inconclusive; nt = no result given; & = joins results of further samples.

SMILES	PAX8 inh HTS	LGR2 antag	FN deposition inh	EWS-Fli inh	ERAP1 inh	S100A4 MyoIIA	PGC1a acetyl inh	PglD DTNB
C=CCNC(=O)/C(=C/c1cccc([N+](=O)[O-])c1)NC(=O)c1ccccc1	6	-14	20	-9	-2	-19	-13	nt
Cc1csc(NC(=O)c2ccc(COc3ccccc3)o2)n1	-69	-83	2	-81	3	-1	16	-3
C=CC[C@H](CC(=O)NCCO)C(=O)N[C@H](COC(=O)[C@@H](CC=C)Cc1ccc(F)cc1)C(C)(C)C	5	6	-21	3	0	-1	-6	-4
Cc1ccc(NC(=O)N2c3ccccc3SC2c2ccco2)c(C)c1 (centres undefined)	-11	-8	2	-30	-8	-7	nt	nt
CCC1(c2ccccc2)NC(=O)N(CC(=O)NNC(=O)CCN2CCN(c3ccccc3)CC2)C1=O (centres undefined)	nt	-8	3	0	2	0	2	1
Cc1ccccc1Cn1c([N+](=O)[O-])cnc1C	nt	-2	nt	3	10	1	-7	nt
C[C@H]1CN([C@@H](C)CO)C(=O)c2cccc(NC(=O)C3CCOCC3)c2O[C@H]1CN(C)C	-9	-1	nt	-5	-2	15	-4	-6
C/C(CC(=O)NC1CCCC1)=N\NC(=O)C1CCCCC1	0	-13	nt	-6	-2	1	nt	nt
COc1cccc(C2/C(=C(/O)c3ccc4c(c3)CC(C)O4)C(=O)C(=O)N2CCCn2ccnc2)c1 (centres undefined)	-25	-1	-2	nt	2	-7	-5	-1
Cc1ccc(NC(=O)c2cc(S(=O)(=O)N3CCCCC3)c[nH]2)cc1C	-7	13	11	10	nt	-2	-10	-5
COc1ccccc1OCCC(=O)Nc1ccc2c(c1)OCO2	-28	-15	6	-22	5	0	4	1
COc1ccc(C)cc1S(=O)(=O)N1c2ccc(C)cc2C2CN(C)CCC21 (centres undefined)	15	-1	3	5	2	-1	-9	-3
COc1ccc(NC(=O)N(C)C[C@@H]2Oc3c(NC(=O)Nc4ccc5c(c4)OCO5)cccc3C(=O)N([C@H](C)CO)C[C@@H]2C)cc1	nt	27	nt	-9	1	22	4	2
CC(C)(C)OC(=O)NCCCC[C@H](NC(=O)c1[nH]cnc1C(=O)Nc1ccccc1)C(=O)OC(C)(C)C	?	4	6	28	0	0	-24	-1
COc1ccc(/C=C/C(=O)N2CC(C)OC(C)C2)cc1OC (centres undefined)	10	2	-1	7	-3	-2	-10	-6
O=C(c1cccc(F)c1)N1CC2(C1)[C@H](c1ccccc1)[C@H](CO)N2C(=O)C1CC1	nt	-14	-7	-1	1	5	6	nt
COc1cccc(NC(=O)CSc2nc3ccccc3n2C)c1	-163	6	7	-5	-7	-4	nt	nt
COC(=O)c1ccc(Cn2nc(C)c([N+](=O)[O-])c2C)o1	6	-27	6	-7	3	5	5	nt
CCOC(=O)[C@H]1[C@H]2COc3cc(OC)ccc3[C@@H]2N2C(=O)CN(Cc3ccco3)C(=O)[C@@]12C	8	-16	-12	-5	-2	-12	3	-2
COCC(=O)N(C)C[C@@H]1Oc2ncc(-c3cccc(OC)c3)cc2C(=O)N([C@H](C)CO)C[C@H]1C	nt	-5	nt	-3	2	1	-2	-1
C[C@@H]1CN([C@H](C)CO)S(=O)(=O)c2ccc(C#CCN(C)C)cc2O[C@H]1CN(C)Cc1ccccn1	nt	1	-25	13	1	13	-3	2
COc1ccc([C@H]2C[C@H](n3cc(C4CC4)nn3)[C@@H](O)CN2CC2CCCCC2)cc1	18	-3	nt	12	10	-1	-20	0
CC(C)(C)NC(=O)NC(=O)CN1c2cccc3cccc(c23)S1(=O)=O	3	4	-5	3	-1	-7	9	0
COc1cc(/C=N/NC(=O)CCN2CCN(C(c3ccccc3)c3ccccc3)CC2)ccc1O	6	16	-7	6	-5	1	nt	nt
CCC(=O)N1CC(=O)N2[C@H](C1)[C@@H](c1ccc(C#Cc3cccc(OC)c3)cc1)[C@@H]2CO	-17	7	nt	-11	0	7	-23	nt
CCOC(=O)/C(C)=N/NC(=O)c1ccc([N+](=O)[O-])cc1	-3	nt	10	5	-3	-5	-1	nt
C[C@@H]1CN([C@@H](C)CO)C(=O)Cc2cc(NC(=O)Nc3ccccc3)ccc2O[C@H]1CN(C)Cc1ccc(C(F)(F)F)cc1	nt	20	nt	18	-1	0	-2	-12
O=C(NCC[C@@H]1CC[C@H](NS(=O)(=O)c2ccc(F)cc2)[C@@H](CO)O1)Nc1ccc(F)cc1	-6	-10	8	-22	3	-5	-3	1
C=C1N(c2cccc(Cl)c2)C(=O)OC1(C)C	-17	5	-1	2	0	-3	nt	0
O=C(N/N=C/c1c[nH]c2ccccc12)c1cccc([N+](=O)[O-])c1	22	-15	-9	nt	nt	nt	-2	0
C=CCN(CC=C)C(=O)Nc1cc(OC)ccc1OC	-15	-3	14	-6	0	0	nt	-1
CN1C(=O)c2cc(NC(=O)Nc3cccc(Cl)c3)ccc2OC[C@H]2O[C@H](CC(=O)O)CC[C@H]21	8	-14	-18	-5	0	9	0	1
CCOC(=O)c1cc([N+](=O)[O-])c([N+](=O)[O-])cc1NC(C)=O	23	-3	-2	62*	4	3	-2	-2
O=C(Nc1ccncc1)C1CC1c1ccccc1 (centres undefined)	13	nt	0	nt	nt	nt	0	-1
COc1ccc(Cl)cc1NC(=O)COC(=O)CNC(=O)C1CCCCC1	-7	-5	-13	-4	1	6	6	-7
CC(=O)N1CC2(C1)[C@H](c1ccc(-c3ccc(C#N)cc3)cc1)[C@H](CO)N2C(C)=O	nt	14	nt	9	-1	-3	6	nt
O=[N+]([O-])c1nn(-c2ccc(Cl)cc2)n(O)c1=NCc1cccnc1	-116	-22	2	-79	0	2	-2	-3
Cc1ccc(/C(=N/Nc2nc3ccccc3s2)C2=C(O)c3ccccc3C2=O)cc1	-1	-32	-12	-19	-2	-2	nt	nt
O=C(NCc1ccccc1CN1CCCC1)c1ccc(OCc2cscn2)cc1	-5	-16	6	-5	-7	-1	7	3
COc1ccc(N2C(=O)CC(c3cc(OC)c(OC)c(OC)c3)CC2=O)cc1	15	nt	3	25	nt	8	5	-6
Cc1noc(C)c1NC(=O)N(C)C[C@H]1Oc2ccc(NS(=O)(=O)c3ccc(Cl)cc3)cc2C(=O)N([C@@H](C)CO)C[C@H]1C	-12	-6	nt	-1	1	2	16	2
C[C@@H]1CCCCO[C@H](CN(C)C(=O)Nc2ccc(F)cc2)[C@H](C)CN([C@@H](C)CO)C(=O)c2cc(NC(=O)Nc3ccc(C(F)(F)F)cc3)ccc2O1	-9	12	nt	-21	-4	-6	5	-2
O=C(NCC(=O)N(c1ccccc1F)C(C(=O)NC1CCCC1)c1cccnc1)c1ccco1 (centres undefined)	-5	-2	-28	0	1	-3	2	-3
Cc1cc(C)nc(NC(=O)CSc2nc3ccccc3o2)n1	nt	-16	5	nt	nt	nt	-4	1
CCN(CC)C(=O)CSc1nnc(-c2ccccn2)n1Cc1ccccc1	4	-24	9	-15	0	-3	-6	-3
COc1ccc(NC(=O)NCCC2=CCCCC2)cc1	-143	-65	-8	-23	-2	0	nt	nt
CNC(=O)c1sc(-c2cccs2)nc1C	-39	-2	2	4	-3	-2	8	-2
O=C(c1cn(-c2ccccc2)nc1-c1cccnc1)N1CCCCC1	-21	nt	-2	nt	nt	nt	9	3
COc1ccc(S(=O)(=O)N(C)C[C@H]2Oc3c(NC(=O)CCCCCC(=O)Nc4ccccc4N)cccc3C(=O)N([C@@H](C)CO)C[C@H]2C)cc1	nt	11	nt	30	2	4	-12	nt
O=C(Oc1ccc(-c2ccccc2)cc1)c1ccco1	-13	-18	-8	1	-2	-3	5	-1
CCCCN(CCCNC(=O)c1ccc(CS(=O)(=O)c2c(Cl)cccc2Cl)o1)Cc1ccccc1	12	2	-13	nt	-13	2	-1	-5
C[C@@H]1CN([C@H](C)CO)C(=O)c2cc(-c3ccccc3F)cnc2O[C@H]1CN(C)C(=O)C1CC1	nt	2	nt	-1	-4	1	-3	0
O=C(CC(=O)c1ccccc1)c1ccccc1	-201	-52	-5	-81	1	-2	9	10
COc1ccc(-c2cc(C(=O)NCc3cccs3)no2)cc1	-127	-41	-9	-91	2	2	nt	nt
CC(C)CNC(=O)COC(=O)c1cc(Cl)cc(Cl)c1N	1	5	-1	nt	-2	0	1	-2
O=C(NC1CCN(C(=O)Nc2cccc(Cl)c2)CC1)c1ccco1	2	10	5	6	-3	-3	nt	1
CCOc1ccc(N(CC(=O)NC2CCCC(C)C2C)S(=O)(=O)c2c(C)noc2C)cc1 (centres undefined)	-8	-7	2	-5	nt	3	nt	2
O=C(COc1ccc(Cl)cc1)NCc1nnc(SCC(=O)c2ccccc2)o1	5	nt	5	nt	nt	nt	46	-3
CCOC(=O)[C@H]1[C@H]2COc3cc(OC)ccc3[C@@H]2N2C(=O)c3c(C)cc(C)cc3NC(=O)[C@@]12C	-11	9	5	0	2	-1	-11	2
Cc1ccc2c(c1)C1(C)C(C(C)(C)N2C=O)C1(Cl)Cl (centres undefined)	14	9	-5	-6	6	0	-7	7

Going on with the list.
SMILES	PAX8 inh HTS	LGR2 antag	FN deposition inh	EWS-Fli inh	ERAP1 inh	S100A4 MyoIIA	PGC1a acetyl inh	PglD DTNB
O=C(O)C1Cc2ccccc2CN1S(=O)(=O)c1ccccc1 (centres undefined)	20	0	0	10	-4	-17	0	4
O=C(CCNc1n[nH]c(=O)[nH]c1=O)N1CCCCC1	-2	nt	-3	nt	nt	nt	-1	-3
O=C([C@H]1[C@H](CO)[C@H]2Cn3c(cccc3=O)[C@H]2N1C(=O)CC1CC1)N1CCCCC1	-15	-4	nt	2	6	2	-6	-2
CCCCN(C(=O)Cc1coc2cc(C)c(C)cc12)c1c(N)n(Cc2ccccc2)c(=O)[nH]c1=O	-6	0	-2	-3	-1	2	nt	-2
COc1cc(/C=C/C(=O)OCC(=O)Nc2sc3c(c2C#N)CCC(C)C3)ccc1OCC#N (centres undefined)	-3	-15	-13	-19	1	6	-9	nt
CC(C)NC(=O)Nc1ccc2c(c1)C(=O)N([C@@H](C)CO)C[C@H](C)[C@H](CN(C)C(=O)CCCN(C)C)OCCCC[C@H](C)O2	-4	-2	1	nt	2	3	-1	0
C[C@@H]1CCCCO[C@@H](CN(C)Cc2ccccc2)[C@@H](C)CN([C@H](C)CO)C(=O)c2cc(NC(=O)Nc3cccc4ccccc34)ccc2O1	-2&2	3&-8	-10&-4	3&-14	0	-3&-6	0&2	-2&1
Cc1ccc(S(=O)(=O)N2C[C@H]3[C@H]4C(=O)N(c5ccccc5)C(=O)[C@H]4C[C@H](OC(=O)Nc4c(C)noc4C)[C@@]3(O)C2)cc1	15	14	13	-9	-9	-2	1	-4
COc1ccc(CNCC(O)COc2ccc(C)cc2[N+](=O)[O-])cc1 (centres undefined)	-2	-16	-5	-7	-1	-4	-3	nt

Screening results: PubChem BioAssay, Broad Institute
